Screens as filed in PubChem BioAssay.
PhoP inhibition – PhoP-dependent GFP reporter repression – Salmonella Typhimurium, primary screen (AID 1863); S. Typhimurium PhoP-regulated promoter GFP reporter, 4 h; higher % means a stronger effect; hit rate 0.16% among 300,000; one-dose inhibition, % at 50 µM; IC50 in µM for titrated hits;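 active = inhibition over 29.93%, a cutoff 3 SD above the screen mean, later confirmed by dose response; inconclusive = inhibition over 29.93% but no dose response follow-up; inactive = inhibition at most 29.93% or unconfirmed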;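 note: 0% = low Mg2+ inducing control and 100% = high Mg2+ repressing control; strong numbers were not always called active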
West Nile virus CPE – inhibition of WNV-induced cytopathic effect – cell-based, CPE readout (AID 1621); hit rate 0.02% among 290,000; one-dose CPE inhibition, % at 10 µM; IC50 in µM for titrated hits; West Nile virus-infected cells, CPE inhibition; higher % means a stronger effect; in the data active = a potency from the dose series; inconclusive = CPE inhibition mostly from about 3.7% at the one dose, without a potency; inactive = the rest, 99 in 100 with CPE inhibition below about 2.2%; note: strong numbers were not always called active
SIAH1 antagonists – Siah-1 peptide-binding antagonists, primary screen, biochemical, fluorescence polarization, rhodamine-plectin, uHTS (AID 1817). Siah-1 / rhodamine-plectin peptide fluorescence polarization; higher % means a stronger effect. displacement, % at 20 µM; hits with a dose series show IC50 in µM. hit rate 0.02% among 290,000;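 active = displacement of at least 50% at 20 µM, with a fluorescence ratio check between 0.3 and a set limit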;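 note: plate controls were Siah plus tracer with DMSO for no effect and tracer alone without Siah for full effect; strong numbers were not always called active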
An asterisk follows results filed as active; ? = inconclusive. Only part of the results is shown (hit frequency here may not be typical).

Every second line gives: PhoP inhibition, West Nile virus CPE, SIAH1 antagonists
O=C(CC1CC2CCC1C2)NC1CCCCCCC1 (stereo not given)
 : -9%, -0.2%, -1%
O=C(CCC(=O)c1ccc(Cl)cc1)NCc1ccccc1
 : 3%, 0.1%, -8%
O=C(Nc1ccc(Cl)c(Cl)c1)NC1CCS(=O)(=O)C1 (stereo not given)
 : -1%, 1.3%, 0%
COc1ccc(N(CC(=O)NCCSCc2ccc(Cl)cc2)S(C)(=O)=O)cc1Cl
 : -2%, -1.5%, 6%
C/C(=N\NC(=O)c1ccc(N)cc1)C1CC1
 : -4%, 0.1%, 7%
COc1ccc(CCN2CC(C(=O)NCCc3cn[nH]c3)CCC2=O)cc1 (stereo not given)
 : 0%, 0.1%, 0%
CC(C)c1ccc(NC2CCCN(C(=O)C3=NN(C)C(=O)CC3)C2)cc1 (stereo not given)
 : -3%, -0.8%, 3%
Cn1c(=O)c2c(ncn2CC(=O)NC2CCCCC2)n(C)c1=O
 : 14%, 0.1%, -2%
Cc1c(OCC(=O)NC2CCN(Cc3ccccc3)CC2)ccc2c3c(c(=O)oc12)CCC3
 : -10%, -0.9%, 3%
Cc1ccc(OCCNC(=O)c2cccc(C)c2)cc1
 : 9%, -0.5%, 14%
CC(=O)NC(CC(=O)OCc1ccc([N+](=O)[O-])cc1)c1ccccc1 (stereo not given)
 : 1%, -0.8%, 2%
COc1ccccc1CN1CC(C(=O)NC2CCOCC2)CCC1=O (stereo not given)
 : 5%, 0.2%, -2%
O=C(CSc1nnc2c(n1)[nH]c1ccccc12)N1CCCCC1
 : -5%, -0.1%, 1%
O=C(CN(Cc1ccccc1)C(=O)CCC(=O)Nc1nccs1)NCc1ccc(F)cc1
 : -14%, -0.4%, -3%
Cc1cc(S(=O)(=O)NCCCN2CCOCC2)c(Cl)cc1Cl
 : -1%, -0.7%, 6%
CCOc1ccc(C(=O)NCC(=O)OCCCOC(=O)CNC(=O)c2ccc(OCC)cc2)cc1
 : 11%, 0.7%, 2%
COc1c(C)cc(Br)cc1C(=O)NC(=S)NCc1ccco1
 : 4%, -0.6%, -4%
O=[N+]([O-])c1ccc(C2CCCC/C2=N/O)c([N+](=O)[O-])c1 (stereo not given)
 : 12%, -0.1%, 3%
CCC(C)(C)NC(=O)C1CC(=O)N(CCc2ccc(F)cc2)C1 (stereo not given)
 : -4%, -0.1%, 4%
Cc1c(C(=O)Nc2ccc(S(=O)(=O)Nc3ncccn3)cc2)oc2ccc(Cl)cc12
 : -2%, -0.2%, 2%
CC1CCN(S(=O)(=O)N2CCCC(C(=O)NCc3ccccc3Cl)C2)CC1 (stereo not given)
 : -3%, -0.5%, 8%
Nc1nc(Nc2ccccc2F)nc(NC2CCCCC2)c1[N+](=O)[O-]
 : 3%, -0.2%, -3%
CC(=O)c1ccc(OCCn2c(SCC(=O)O)nc3ccccc32)cc1
 : 5%, -0.3%, 8%
COc1ccccc1N1C(=O)c2ccccc2NC1c1ccc(O)cc1 (stereo not given)
 : 2%, -0.2%, -7%
CN(C)/C=C/C(=O)c1ccc(OCCN(C)c2ccccn2)cc1
 : 0%, 0.0%, 1%
CC(C)c1ccc(NS(=O)(=O)c2ccc3c(c2)oc(=O)n3C)cc1
 : -1%, -1.2%, 2%
O=C(NCCN1CCOCC1)c1ccc(Cl)c(S(=O)(=O)N2CCCCC2)c1
 : -5%, -0.6%, 1%
CCCCc1nc(C(N)=O)c2[nH]c(=O)n(-c3ccccc3F)c2n1
 : 0%, 0.0%, 3%
CCc1ccc(C(C)(O)C(CN2CCOCC2)c2ccccc2)cc1 (stereo not given)
 : 9%, -1.3%, 4%
O=C(NC1CCCCCC1)c1ccc(CS(=O)(=O)Cc2ccc(F)cc2)o1
 : -1%, -0.1%, 1%

One compound at a time (already shown). Order of values: PhoP inhibition, West Nile virus CPE, SIAH1 antagonists
COc1ccccc1N1C(=O)c2ccccc2NC1c1ccc(O)cc1 (stereo not given) is entered as 2%, -0.2%, -7%
Cc1cc(S(=O)(=O)NCCCN2CCOCC2)c(Cl)cc1Cl is entered as -1%, -0.7%, 6%
COc1ccccc1CN1CC(C(=O)NC2CCOCC2)CCC1=O (stereo not given) is entered as 5%, 0.2%, -2%
CC(=O)c1ccc(OCCn2c(SCC(=O)O)nc3ccccc32)cc1 is entered as 5%, -0.3%, 8%

Additional structures:
Every second line gives: PhoP inhibition, West Nile virus CPE, SIAH1 antagonists
COc1ccc(N2C(=NC(=O)CCC3CCCC3)SC3CS(=O)(=O)CC32)cc1 (stereo not given)
 : -6%, 0.0%, 12%
O=C(c1ccccc1N1CCOCC1)N1CCCC(Nc2ccc(F)cc2)C1 (stereo not given)
 : 9%, -0.5%, -6%
Oc1[nH]c2ccc(Br)cc2c1N=Nc1ccc(F)cc1
 : -43%, -1.0%, -6%
COc1ccc(C2C(C(C)=O)=C(O)C(=O)N2c2ccc(C)cc2)cc1 (stereo not given)
 : -2%, -0.7%, -6%
COc1ccc(Cl)cc1S(=O)(=O)NCCCn1ccnc1
 : 5%, -0.6%, 7%
C/C(=N\NC(=O)c1nnn(-c2nonc2N)c1-c1ccc2c(c1)OCO2)c1ccccc1
 : 2%, 0.3%, 0%
COc1cccc(CN2CC(C(=O)N3CCCCCC3)CCC2=O)c1 (stereo not given)
 : 5%, -0.5%, -2%
CN1CCN(c2ccc(S(=O)(=O)N3CCOCC3)cc2)CC1
 : -2%, 0.3%, 3%
O=C(NC1CCCCC1)C1CCN(c2ncccn2)CC1
 : 10%, -0.2%, 7%
NC(=O)C1CCN(C(=O)c2ccc([N+](=O)[O-])cc2NC(=O)c2cccs2)CC1
 : -1%, 0.2%, -2%
O=C(N/N=C/c1ccc2ncccc2c1)c1cccc([N+](=O)[O-])c1
 : -5%, -0.8%, 3%
O=C(COc1ccccc1[N+](=O)[O-])N(Cc1cccc(Br)c1)C1CCS(=O)(=O)C1 (stereo not given)
 : 8%, -1.2%, -3%
CC(=O)Nc1ccc(C(=O)Nc2ccc(S(=O)(=O)Nc3nccc(C)n3)cc2)cc1
 : -4%, 0.3%, 8%
CCCCNC(=O)CN1CCN(Cc2ccc3cc(OC)ccc3c2)CC1
 : 1%, -1.6%, 7%
COC(CNC(=O)C(=O)Nc1cc2c3c(c1)CCN3C(=O)CC2)OC
 : 1%, -0.2%, 1%
CCN(CC)CCCNC(=S)N(CCCO)Cc1cc2cc3c(cc2[nH]c1=O)OCO3
 : -3%, -0.3%, 2%
COc1ccc(CNC(=O)[C@H](C)N2C(=O)N3CCc4c([nH]c5ccccc45)[C@@]3(C)C2=O)cc1OC
 : -8%, -0.5%, 0%
Cc1cc(NC(=O)CSc2ncc(CO)n2Cc2ccc(F)cc2)no1
 : -1%, -0.1%, -5%
O=C(NCc1ccc(F)cc1)C1CCCN(S(=O)(=O)c2cccc3nonc23)C1 (stereo not given)
 : -8%, 0.3%, 9%
COc1ccc(C)cc1S(=O)(=O)N1CCN(S(=O)(=O)c2cc(C(=O)O)ccc2C)CC1
 : 2%, 0.3%, 3%
CCN(C(=O)C(=O)c1c[nH]c2ccccc12)c1ccccc1
 : -1%, -1.3%, -3%
O=c1c2ccccc2nc2oc3ccccc3n12
 : -2%, -1.1%, 2%
CCOc1ccc(C(C)=O)cc1COC(=O)C(C)N=C1NS(=O)(=O)c2ccccc21 (stereo not given)
 : 12%, -0.1%, -2%
O=C(Cn1nnc(-c2ccc([N+](=O)[O-])cc2)n1)NNC(=O)c1ccccc1
 : 9%, 0.5%, 3%
O=C(NCc1ccccc1)C1CCCN1S(=O)(=O)c1ccc(Cl)cc1 (stereo not given)
 : -4%, -0.7%, 5%
CCOC(=O)C1CCN(S(=O)(=O)c2ccc(C)c(C(=O)NC3CCCCC3)c2)CC1
 : -5%, 0.5%, -2%
COc1cccc(/C=C2\SC(=S)N(CCCC(=O)N3CCCC3)C2=O)c1
 : 1%, ?, 0%
Cc1cc(=O)oc2c(C)c(OCC(=O)NCCCn3ccnc3)ccc12
 : -9%, 0.0%, 13%
CCn1c(=O)c2cc(C(=O)NCC(OC)OC)sc2c2ccccc21
 : 7%, 0.4%, -1%
O=C(O)COc1ccc(Br)cc1C(c1c(C(=O)O)[nH]c2ccccc12)c1c(C(=O)O)[nH]c2ccccc12
 : -4%, 0.5%, 0%

The list continues.
canonical_smiles | PhoP inhibition | West Nile virus CPE | SIAH1 antagonists
CCN(CC)CCNC(=O)c1cc2c(=O)n(CC)c3ccccc3c2s1 | -7% | 2.0% | 2%
COc1ccc(CC(=O)NCC2CCCN(Cc3ccc(SC)cc3)C2)cc1 (stereo not given) | -4% | -1.2% | -1%
Cc1nonc1CN(C)C(=O)c1cc(COc2ccc(F)cc2Cl)on1 | -6% | -0.7% | 0%
O=C(CSc1n[nH]c(=O)n1-c1ccccc1)Nc1ccccc1C(F)(F)F | 1% | -0.6% | -3%
CCN(CC)S(=O)(=O)c1ccc(OC)c(NS(=O)(=O)Cc2ccccc2)c1 | 6% | -0.5% | 1%
O=C(CN1C(=O)CCSc2ccc(S(=O)(=O)N3CCOCC3)cc21)Nc1ccccc1Cl | -4% | 0.1% | -2%
O=C(Nc1ccc(F)cc1)c1cccc(N2C(=O)C3C4C=CC(C5CC45)C3C2=O)c1 (stereo not given) | -7% | -0.9% | 0%
COc1ccc(C(=O)NC(=S)Nc2ccc(CN3CCOCC3)cc2)cc1Br | 7% | 1.6% | 10%
O=C(Nc1cccc(C(=O)Nc2ccc(Br)cc2)c1)c1ccccc1 | -4% | -1.2% | 4%
NC(=O)c1ccc(N2CCNC(=O)C2)c([N+](=O)[O-])c1 | -4% | 0.5% | -2%
COc1ccccc1N1CCN(CCCn2c(=S)[nH]c3ccccc3c2=O)CC1 | 10% | -1.1% | 9%
CCOc1ccc(/C=N/Nc2cc(N3CCOCC3)nc(C)n2)c(O)c1 | 6% | 0.9% | -5%
Clc1cccc(CN2CCCCCC2)c1Cl | -1% | -0.5% | 2%
CC(=O)N/C(=C\c1ccccc1)C(=O)OCc1cccc(S(=O)(=O)N(C)C)c1 | -4% | -0.3% | -1%
CCOc1ccc(C(=S)NC2CCCCC2)cc1OCC | 0% | -1.1% | 2%
O=C(NCCc1ccccc1Cl)C1CCC(=O)N(Cc2ccc(Cl)cc2)C1 (stereo not given) | -1% | -1.1% | 0%
Cc1ccccc1OCC(=O)Nc1ccc(S(=O)(=O)Nc2onc(C)c2C)cc1 | 10% | 0.2% | -2%
CCOC(=O)Nc1ccc2c(c1)N(C(=O)CNC)c1ccccc1CC2 | 1% | -0.5% | 1%
Cc1cc(C)c(NC(=O)Cn2ncc3ccccc32)c(C)c1 | 8% | -0.4% | -4%
Cc1ccccc1C(=O)Nc1cccc(NC(=O)c2ccc(F)cc2)c1 | -2% | 0.0% | 3%
O=C(O)c1ccc(CNC(=O)C23CC4CC(CC(C4)C2)C3)cc1 | 5% | 0.0% | 1%
CCOC(=O)CC1CCCCN1C(=O)c1cc(COc2cccc3cnccc23)on1 (stereo not given) | 15% | 0.5% | 2%
COc1cccc(OC)c1C(=O)OCCCOC(=O)c1c(OC)cccc1OC | -6% | 0.1% | 9%
O=C(Nc1nnc(S(=O)(=O)N2CCN(c3ccc(F)cc3)CC2)s1)c1ccco1 | 6% | 1.7% | -6%
Cc1cc(Br)ccc1NC(=O)c1ccco1 | 0% | ? | 12%

The results go on:
canonical_smiles | PhoP inhibition | West Nile virus CPE | SIAH1 antagonists
COCCNc1nc(NCc2ccccc2)c2cnn(C)c2n1 | 2% | -1.3% | 14%
Cc1ccc(OCc2cc(C(=O)NCc3ccc(OC(F)(F)F)cc3)no2)cn1 | 11% | -0.1% | 8%
CSc1ncccc1C(=O)Nc1ncc(C)s1 | -9% | 0.0% | -3%
O=C(COc1cc2oc(=O)c3c(c2cc1Cl)CCCC3)NCc1cccnc1 | 15% | -1.1% | -5%
Cc1ccc(C)c(N2CCN(C(=O)CCNS(=O)(=O)c3ccc4c(c3)oc(=O)n4C)CC2)c1 | -14% | -0.3% | 0%
O=C(NN(c1ccccc1)c1ccccc1)c1ccccc1F | 1% | -0.2% | 3%
CCOc1cccc(NC(=O)/C(C#N)=C\c2cn(CC(=O)O)c3ccccc23)c1 | -2% | -0.2% | -7%
CC(=O)Nc1cccc(NC(=O)CSc2nnc(NC(=O)C3CC3)s2)c1 | -5% | -0.2% | 0%
Fc1c(F)c(-n2nnc3ccccc32)c(F)c(F)c1Cl | -1% | 0.0% | -1%
CC(C)(O)c1[nH]c2cc(F)ccc2c1C(C)(C)O | 7% | -0.5% | 1%
CCCCOC(=O)C1=C(C)NC(=O)NC1c1ccccc1 (stereo not given) | -6% | -0.6% | 6%
COCCNC(=O)C(c1ccc(C)cc1)N(C(=O)CCC(=O)Nc1ccccn1)C1CCCCC1 (stereo not given) | 0% | -0.7% | 5%
Cc1ccc(CCNC(=O)C2CCC(=O)N(CC3CCCCC3)C2)cc1 (stereo not given) | 8% | 0.0% | -8%
O=C(Cn1cnc([N+](=O)[O-])n1)c1ccc(O)c(O)c1 | -1% | 0.1% | -7%
Cc1cccc(N2C(=O)c3ccccc3C2=O)n1 | 10% | -0.4% | 1%
CCCc1c(O)nc(SCC(=O)N2CCCCC2)[nH]c1=O | -5% | -0.4% | 4%
CCN(CC)CCN(C(=O)/C=C/c1cccs1)c1nc2ccc(Cl)cc2s1 | -5% | 1.8% | -3%
CCOc1ccc(/C=N/Nc2ccc(Cl)nn2)c(O)c1 | -7% | ? | -2%
